Screens (PubChem BioAssay)
Dynein cargo inh: blocks dynein driven cargo transport along microtubules; 220,000 compounds, 0.47% hits; 3617.4 mouse cells, GR-EGFP nuclear translocation imaging; test concentration mostly 20 µM; stimulated with dexamethasone, 1 µM; active compounds read low; z-score, hits read low;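 active means plate z-score of nuclear minus cytoplasmic receptor signal below a set negative limit, without overly bright fluorescence or cell loss, cut at about -3.5 in these data, passing the limit was not always enough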;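 further: z-score of nuclear minus cytoplasmic ring GR-EGFP intensity difference per well; some compounds called inactive have numbers as strong as hits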
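Buffer or medium: tetracycline-free induction medium containing charcoal-stripped FBS / Reagent: dexamethasone agonist, 1.0 µM final, for 30 min / Technique: automated 10x imaging of fixed Hoechst-stained cells / Times: induction 48 h, compound 1 h, agonist 30 min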
Ins promoter up: MIN6 insulin promoter up-regulation | z-score at 5 µM | MIN6 insulin promoter-GFP reporter, high-content imaging; active compounds read high | 190,000 compounds, 0.3% hits;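 active means z-score above 3 at 5 µM with at least 500 cells counted in the well; inconclusive means wells under 500 cells, flagged as cytotoxic or low count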
bCat nuc transl: beta-catenin nuclear translocation modulation; HeLa beta-catenin nuclear translocation, immunofluorescence imaging; nuclear translocation activity, % at 5 µM; 190,000 compounds, 0.3% hits; AID 1665;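 active means nuclear translocation activity above 50% at 5 µM, with a well cell count of 50 or more; inconclusive means wells under 50 cells across six images, flagged as toxic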;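 further: per-cell ratio of nuclear to cytoplasmic median beta-catenin stain intensity; plate controls were DMSO negative control for no effect and GSK-3 inhibitor IX positive control for full effect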
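System: HeLa cells, endogenous beta-catenin; compound dosing: 5 µM primary single dose, 0.1% DMSO, 0.02–20 µM confirmation series; incubation: 24 h compound exposure at 37°C, 5% CO2; signal: beta-catenin immunofluorescence imaging with DAPI; evaluation: % activation, nuclear-to-cytoplasmic median beta-catenin signal ratio per cell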
M1AAP inhibition: malaria alanyl aminopeptidase activity blockers – biochemical, fluorogenic H-Leu-NHMec substrate, 1536-well (AID 1445). one-dose inhibition, % at 30 µM; IC50 in µM for titrated hits. recombinant M1AAP, H-Leu-NHMec fluorogenic kinetic assay; higher % means a stronger effect. 220,000 compounds, 0.42% hits;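 active means primary inhibition above the hit cutoff, then over 50% inhibition at one or more dose response concentrations, cut at about 23% in these data, passing the limit was not always enough; inconclusive means conflicting primary data, or primary hits not chosen for dose response; inactive means low primary inhibition, or under 50% at every dose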;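 further: plate controls were DMSO full reaction for no effect and no enzyme background for full effect; strong numbers were not always called active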
CSM14.1 death rescue: rescue of cells from ER stress-induced death, primary screen, 384-well, CSM14.1, thapsigargin, ATP luminescence (AID 1222); 190,000 tested, under 10 active; CSM14.1 thapsigargin-induced death rescue, ATP luminescence; higher % means a stronger effect; one-dose cellular ATP content (survival), % at 20 µM; EC50 in µM for titrated hits;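 active means EC50 below 50 µM in the dose-response confirmation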;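 further: death triggered by thapsigargin at about 15 µM added after 2 h compound pretreatment; cell ATP read after overnight thapsigargin exposure of roughly 18 to 22 hours; normalized against plate controls of thapsigargin alone and 5% DMSO vehicle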
M17LAP inhibition: P. falciparum M17LAP inhibitors, primary screen, biochemical, fluorogenic H-Leu-NHMec substrate, 1536-well (AID 1619). recombinant M17LAP, H-Leu-NHMec fluorogenic kinetic assay; higher % means a stronger effect. inhibition, % at 30 µM; hits with a dose series show IC50 in µM. 220,000 compounds, 0.38% hits;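 active means compound inhibiting the enzyme by more than half at any dose during confirmatory dose-response retesting; inconclusive means strong single-dose inhibitors picked by rank but not retested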;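 further: plate controls were full reaction with DMSO carrier for no effect and no enzyme background for full effect; strong numbers were not always called active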
Autophagy HCS: modulators of autophagy. MEF GFP-LC3 puncta imaging; test concentration mostly 10 µM. calls only at 10 µM (by protocol). 190,000 compounds, 0.98% hits. AID 463193;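 active means percentage of spot-positive cells more than 3 SD above its plate mean, without a fluorescence outlier flag or 80% toxicity; inconclusive means no clear call, values can overlap the other calls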;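 further: spot-positive cell cutoff set from DMSO-treated cells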
K1F lysis inhibition: inhibition of K1F phage lysis, E. coli UTI89, bacterial capsule biogenesis inhibitors, alamar blue (AID 488966) | E. coli UTI89 K1F phage lysis, alamar blue, 2 h; higher % means a stronger effect | one-dose inhibition, % at 100 µM; IC50 in µM for titrated hits | 340,000 compounds, 0.02% hits;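 active means phage lysis inhibition, versus mean bacterial control, above a set limit; inconclusive means no clear call, values can overlap the other calls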;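 further: capsule biogenesis inhibitors block K1F phage lysis so surviving cells raise fluorescence; higher fluorescence means more inhibition of phage lysis; actives were called in the ten point dose series up to 300 µM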
MT stabilize HCS: microtubule stabilization, imaging screen. HeLa tubulin immunostaining HCS, 24 h; share of cells brighter than vehicle mean+2SD. % tubulin-high responders, % at 10 µM. 200,000 compounds, 0.83% hits;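 active means plate Z-score above 3 for both tubulin-high and condensed-nucleus cell shares, with cell loss under 80%, at 10 µM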;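 further: anti alpha tubulin signal scored within the nucleus-defined area of each cell; some results filed as inactive read as strong as hits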
Dynein cargo inh cytoplasmic EGFP: further read-out of Dynein cargo inh, marked with its call; z-score; measured here: cytoplasmic GR-EGFP intensity; active compounds read high
Dynein cargo inh nuclear GR-EGFP: further read-out of Dynein cargo inh, marked with its call; z-score; measured here: nuclear GR-EGFP intensity;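 lower value marks the stronger effect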
Dynein cargo inh cell count: further read-out of Dynein cargo inh, marked with its call; z-score; measured here: cell count per field
Ins promoter up cell count: second read-out of Ins promoter up, no call of its own (marks repeat the call); cell count; measured here: cytotoxicity, nuclei count;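 total cells summed across four imaged fields per well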
bCat nuc transl cell count 5 µM: recorded beside bCat nuc transl, whose call it bears; cell count; measured here: cell count, cytotoxicity flag
MT stabilize HCS Hoechst-high %: also measured in MT stabilize HCS; calls as there; % Hoechst-high responders; measured here: nuclear condensation Hoechst responders;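 share of cells brighter than vehicle mean plus two SD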
MT stabilize HCS cytotoxicity %: second read-out of MT stabilize HCS, no call of its own (marks repeat the call); toxicity, %; measured here: cytotoxicity by cell density;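 0% = mean cell density of plate MIN control wells and 100% = no cells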
Autophagy HCS cell loss 18 h: second read-out of Autophagy HCS, no call of its own (marks repeat the call); toxicity, %; measured here: cell loss, nuclei count;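 cell loss after 18 h compound exposure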
Starred values were filed as active, the others as inactive; i = inactive; ? = inconclusive; . = no result given; [ ] = remark or other dose. Not a hit list. About 2.9% of those tested had a hit in this group.

SMILES	Dynein cargo inh	Dynein cargo inh cytoplasmic EGFP	Dynein cargo inh nuclear GR-EGFP	Dynein cargo inh cell count	Ins promoter up	Ins promoter up cell count	bCat nuc transl	bCat nuc transl cell count 5 µM	M1AAP inhibition	CSM14.1 death rescue	M17LAP inhibition	Autophagy HCS	Autophagy HCS cell loss 18 h	K1F lysis inhibition	MT stabilize HCS	MT stabilize HCS Hoechst-high %	MT stabilize HCS cytotoxicity %
Cc1ccc(N(CC(N)=O)C2SC(=O)N(Cc3ccccc3)C2=O)cc1 (stereo unspecified)	-0.808	-0.309	-0.598	0.928	-0.45	1371	1.9	1106	8.7%	3.2%	9.0%	i	7.8	0.6%	3.9	2.8	2.4
Cc1ccc(CN/C=C/C(=O)c2ccc(Br)cc2)cc1	-0.103	-0.243	-0.902	1.15	0.34	1531	-3.6	1508	4.9%	-1.7%	-4.2%	i	-1.2	0.1%	2.6	2.1	4.3
O=S(=O)(Nc1cccc(-c2nc3cccnc3s2)c1)c1cccs1	0.568	-0.248	0.226	-0.49	-0.55	1033	-1.3	1374	0.6%	.	2.6%	.	.	0.1%	.	.	.
COc1cc(CC(=O)NCc2ccccn2)cc(OC)c1OC	1.42	0.0105	1.22	-1.04	-0.53	818	-3.2	1202	6.4%	4.5%	-3.0%	i	-0.3	0.4%	1.4	1.0	0.1
COC(=O)C1=C(C)N(c2ccccc2)/C(=C/c2cccs2)C1=O	-0.288	-0.47	-0.276	0.367	0.5	1122	-1.7	894	3.4%	-2.6%	11.6%	i	2.5	-2.8%	5.1	2.4	13.8
CCSc1nc(N)c(C#N)c(-c2ccco2)c1C#N	1.96	0.536	1.13	1.07	.	.	2.4	1101	0.1%	-2.0%	9.5%	i	6.1	1.4%	2.0	3.3	6.2
C/C=C(\C)C(=O)Nc1cccc(C2=NOC3(C2)C[C@@H](C(N)=O)N(C(=O)c2cc([N+](=O)[O-])cc([N+](=O)[O-])c2C)C3)c1 (stereo partly specified)	-0.044	-0.762	-0.00474	0.325	-0.49	949	0.8	1143	1.4%	.	4.9%	.	.	-2.3%	.	.	.
Cc1nnc(SCc2nc(N)nc(Nc3ccccc3)n2)s1	1.1	-0.15	1.03	-0.648	-0.46	1271	-1.2	1413	?	0.4%	0.2%	i	-4.5	0.2%	4.8	2.9	6.9
CC(NC(=O)c1ccc(CS(=O)(=O)c2cccc(C(F)(F)F)c2)o1)c1ccc2c(c1)OCCO2 (stereo unspecified)	-0.519	0.0229	0.072	0.749	-1.02	976	.	.	4.3%	2.4%	2.5%	i	-12.2	4.0%	1.2	0.9	5.3
CCOc1nc(-c2ccc(Cl)cc2Cl)ccc1C#N	0.26	-0.107	0.455	0.364	0.31	1695	-1.2	1098	-12.4%	-1.7%	-4.1%	i	-30.9	0.1%	2.0	1.9	5.7
CC(=O)c1cccc(NC(=O)C=C(C)C)c1	-0.166	-0.242	-0.0735	-0.0197	-0.29	1242	-1.4	1070	2.7%	-1.2%	2.7%	i	2.2	-0.2%	1.3	0.8	26.3
OCc1ccccc1N=c1ssnc1Cl	0.0658	-0.346	0.183	-0.372	0.07	1596	1.6	1350	9.0%	-0.7%	7.2%	i	12.4	.	6.1	2.5	11.6
CSc1nc2ccccc2n1C(=O)Oc1ccccc1	-0.0981	-0.217	-0.219	0.155	-0.13	1247	-3.8	1219	5.9%	-1.8%	8.0%	i	-5.3	0.2%	1.2	1.8	9.0
CC1CCN(C(=O)Cn2c(=O)n(Cc3ccc4c(c3)OCO4)c(=O)c3ccccc32)CC1	0.0887	-0.183	0.279	0.183	-0.52	1282	-0.1	1060	5.1%	3.2%	3.7%	i	7.4	0.4%	9.7	2.1	4.8
COC(CNC(=O)CSCc1nc(-c2ccc(SC)cc2)oc1C)OC	-0.608	-0.304	-0.328	0.542	.	.	-2.0	1077	2.0%	-0.4%	5.2%	i	5.6	-0.1%	2.3	2.2	12.5
O=C(CCl)Nc1ccc(N=Nc2ccccc2)cc1	-0.822	-0.296	-0.575	0.812	0.2	1225	.	.	17.5%	-1.5%	17.9%	i	3.3	-0.3%	4.9	2.2	12.9
COc1ccccc1-n1nnnc1S(=O)(=O)Cc1ccc(Cl)cc1	.	.	.	.	-0.31	1350	.	.	-2.4%	-0.9%	15.0%	.	.	0.8%	.	.	.
Cn1c(SCc2cc([N+](=O)[O-])cc3c2OCOC3)nnc1-c1ccccn1	-0.811	-0.348	-0.265	0.618	0.16	1186	-0.9	1075	18.7%	1.5%	7.1%	i	-0.4	0.2%	2.8	3.1	0.9
O=C(Cn1c(=O)c2sccc2n(Cc2ccc([N+](=O)[O-])cc2)c1=O)NCCc1ccccc1	0.921	-0.267	0.357	-0.619	-0.65	1597	0.5	1014	-4.1%	0.5%	-5.8%	i	14.6	1.7%[50 µM]	3.6	1.9	0.0
COc1cccc(-c2nnc(SCC(=O)N3CCCC3=O)n2-c2ccccc2)c1	1.76	-0.154	1.18	-0.642	0.32	1154	-2.9	877	-0.1%	0.2%	9.1%	i	-56.7	3.2%	3.6	1.5	1.1
N/C(=N\OC(=O)c1ccc2ccccc2c1)c1ccccn1	-0.722	-0.183	-0.354	0.555	0.09	1346	-1.2	1063	5.9%	-3.7%	-1.7%	i	14.4	0.8%	4.4	3.0	14.4
CCn1c(/C=N/NC(=O)c2ccc(OC)cc2)nc2ccccc21	-0.742	-0.21	0.457	0.178	0.32	1337	-0.7	561	6.7%	0.2%	15.6%	i	11.4	2.1%	3.5	3.5	0.1
Cc1ccc(N=C2NC(=O)/C(=C\c3cccs3)S2)cc1C	2.42	-0.232	1.12	-0.478	0.53	1155	1.2	871	5.9%	-6.5%	20.4%	i	-12.0	1.7%	4.8	3.8	9.1
c1ccc2[nH]c(CSc3nc4ccccc4s3)nc2c1	0.488	-0.136	0.175	-0.0541	-1.11	771	-1.1	795	5.2%	-2.8%	6.2%	i	5.5	1.1%	4.6	2.5	7.8
CCOC(=O)Cc1cc(=O)n(-c2nc3ccccc3s2)[nH]1	-1.1	-0.114	-0.216	0.709	0.52	1281	0.6	834	0.7%	.	52.8%	i	5.3	-2.1%	3.8	2.3	2.7
COc1cc(/C=C/c2cc(C(=O)O)c3ccccc3n2)ccc1OC(F)F	0.224	-0.282	-0.302	-0.00566	-0.87	1194	1.2	1316	7.2%	.	-0.2%	.	.	1.2%	.	.	.
O=C(NCC1CCCO1)c1ccc(COc2ccc(Cl)cc2)cc1 (stereo unspecified)	2.09	-0.176	1.51	-1.48	-1.24	1600	-1.9	1146	-8.5%	-1.1%	0.1%	i	14.7	0.1%	3.1	2.0	13.6
Cc1nc(CC(=O)N/N=C/c2ccc(OCC(=O)O)cc2)cs1	-0.41	0.462	0.521	0.147	1.34	878	0.5	1233	-9.3%	.	19.9%	.	.	0.2%	.	.	.
CC(C(=O)NCC1CCCCC1)N1CCN(S(=O)(=O)/C=C/c2ccccc2)CC1 (stereo unspecified)	1.12	-0.0285	1.57	-2.16	-0.68	1368	-1.3	963	2.7%	2.3%	-16.5%	i	-5.7	5.1%	3.1	1.6	5.7
Nc1nc2n(n1)C(c1ccccc1)CC(c1ccc(F)cc1)N2 (stereo unspecified)	0.117	-0.191	0.0756	0.066	-0.83	1058	-2.0	1218	7.3%	-0.6%	4.1%	.	.	-0.1%	2.2	2.0	6.7
Cc1cccc(NC(=O)c2nc[nH]c2C(=O)Nc2ccccc2[N+](=O)[O-])c1	-0.89	-0.184	0.0303	-0.379	-1.09	1367	-4.8	536	-3.5%	0.3%	3.0%	i	-0.4	0.7%	2.6	1.8	6.7
O=C(/C=C/Nc1ccc(S(=O)(=O)Nc2ncccn2)cc1)c1ccc(Cl)c(Cl)c1	2.58	0.0611	2.5	-2.08	-0.31	1507	-0.1	1014	10.4%	-0.3%	0.1%	i	14.9	1.6%[50 µM]	5.1	2.8	5.9
NNC(=O)CN1C(c2ccc(Br)cc2)=Nc2ccc(Br)cc2C1c1ccccc1 (stereo unspecified)	-0.266	-0.262	-0.462	1.04	0.34	1492	-1.4	1089	2.6%	-0.5%	-10.4%	i	9.8	0.1%[50 µM]	5.2	2.3	1.2
CC(=O)c1ccc(OCC(C)C)c(CN2CCCCC2)c1	-0.172	-0.176	0.17	0.0951	-0.55	1274	1.0	1433	-1.5%	1.0%	6.3%	i	-2.2	0.1%	6.3	2.2	3.5
OCCN1CCN(CC(O)COc2ccc3ccccc3c2)CC1 (stereo unspecified)	0.509	-0.249	0.556	0.127	0.63	1232	.	.	13.2%	-2.0%	4.0%	i	3.5	0.2%	2.9	0.3	31.8
COc1cc(C(=O)OC(C)CN2CCN(C)CC2)cc(OC)c1OC (stereo unspecified)	-0.767	-0.177	-0.564	0.86	0	1161	-2.3	760	0.1%	-2.0%	3.7%	i	3.8	1.7%	4.0	2.3	4.7
